# Assay outcomes as filed in PubChem BioAssay.
# Vif-A3G inh: inhibitors of Vif-APOBEC3G interaction; Q9HC16; HeLa A3G-eYFP + Vif (tagged APOBEC3G with the HIV-1 protein that degrades it), YFP fluorescence, overnight; Potency, µM (top dose mostly 46.1 µM), for inactives: at the top dose activity, negative = active, usual class: inhibitors; 410,000 tested, 0.076% active;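 further: potency means the concentration at half of the fitted maximal effect; on the % scale 0 is the no-effect control and ±100 the full control effect; nearly all actives have a fitted effect of over 60% in size; hits raise eYFP signal because A3G escapes Vif-driven loss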
# Target sequence (Q9HC16 whole entry, looked up): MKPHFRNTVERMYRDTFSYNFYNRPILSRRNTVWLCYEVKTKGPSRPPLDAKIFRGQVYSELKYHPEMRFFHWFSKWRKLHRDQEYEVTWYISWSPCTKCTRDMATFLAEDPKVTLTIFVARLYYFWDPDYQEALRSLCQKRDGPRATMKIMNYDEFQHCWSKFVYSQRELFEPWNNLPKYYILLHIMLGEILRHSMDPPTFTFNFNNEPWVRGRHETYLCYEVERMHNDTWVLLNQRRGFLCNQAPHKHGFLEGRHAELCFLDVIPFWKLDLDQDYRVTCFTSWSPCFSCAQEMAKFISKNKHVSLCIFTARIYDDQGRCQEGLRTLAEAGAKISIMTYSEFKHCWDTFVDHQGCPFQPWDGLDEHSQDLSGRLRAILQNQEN
#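 Read-out is eYFP fluorescence (Ex 488/Em 500-530) from Vif-expressing HeLa A3G-eYFP cells; more signal means A3G escaped Vif-mediated degradation. Cells plated overnight, compound pinned in, incubated overnight at 37 deg C.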
# D1 potentiator: potentiators of human D1 dopamine receptor; HEK293 TREx D1 cells, calcium flux, dopamine EC20 potentiation; potentiation, % at 10 µM; 360,000 tested, 0.036% active; in the data active means potentiation above about 30%; further: 0% is about no effect
# RXFP1 agonist: agonists of human relaxin receptor RXFP1; Q9HBX9; HEK293T-RXFP1 cAMP TR-FRET, 30 min; response scale: percent of porcine relaxin response, buffer zero; Potency, µM (series often up to 57.5 µM), for the others: top-dose activation, usual class: activators; 370,000 tested, 0.3% active; AID 2676; further: potency means the concentration at half of the fitted maximal effect; on the % scale 0 is the no-effect control and ±100 the full control effect; nearly all actives have a fitted effect of over 60% in size; many of its hits are not listed in these tables
#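 HEK293 cells stably expressing RXFP1, treated 30 min at 37C with compounds plus PDE4 inhibitor Ro 20174; cAMP measured by HTRF TR-FRET. Normalized to buffer and 29 nM porcine relaxin; EC50 by Hill fit.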
# D1 antag: antagonists of human D1 dopamine receptor. P21728. HEK293 TREx D1 cells, calcium flux, dopamine EC80; hits give low values. activity change, negative = inhibition, % at 10 µM. 360,000 tested, 3.2% active. AID 504652; in the data active means activity change below about -30%; further: on the % scale 0 is the no-effect control and ±100 the full control effect
#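 Allosteric or orthosteric antagonism assessed as attenuation of the calcium response to EC80 dopamine, added 180 s after compound, in induced HEK293 Trex D1 cells loaded with no-wash calcium dye.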
# D1 ag: agonists of human D1 dopamine receptor. P21728. HEK293 T-REx D1 cells, calcium flux, agonist mode. activation, % at 2 µM. 360,000 tested, 1% active; in the data active means activation above about 30%; further: 0% is about no effect
#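 Agonism was scored from calcium flux recorded over 180 s (1 read/s) after pintool compound addition, following a 10-cycle baseline. Cells were inducible force-coupled HEK293 TREx D1, plated overnight at 30 C and loaded with no-wash calcium dye.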
# RXFP1 antagonist: antagonists of human relaxin receptor RXFP1; 350,000 tested, 0.59% active; HEK293-RXFP1, relaxin-stimulated cAMP HTRF, 30 min; hits give low values; Q9HBX9; activity change, negative = inhibition, % at 57.5 µM; AID 1259400;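 active means activity change of -60% or lower, but not beyond a set lower limit; inconclusive means change between -60% and -40%, or beyond the set limit; inactive means change above -40%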; further: on the % scale 0 is the no-effect control and ±100 the full control effect
# Vif-A3F inh: blocks the Vif interaction with APOBEC3F; Potency, µM (highest dose often 46.1 µM), for the others: at the top dose activity, negative = active; HeLa A3F-eYFP + Vif (tagged APOBEC3F with the HIV-1 protein that degrades it), YFP fluorescence increase; 390,000 tested, 0.2% active; further: potency means the concentration at half of the fitted maximal effect; % of control where 0% means no effect; nearly all actives have a fitted effect of over 65% in size
#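 HeLa cells stably expressing Vif plus C-terminally eYFP-tagged A3F were seeded, incubated overnight at 37 deg C, dosed with compound, incubated overnight again at 37 deg C. Yellow fluorescence (Ex 488/Em 500-530) reported blocked Vif-mediated A3F-eYFP degradation.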
# D2 potentiator: positively modulates the human D2 dopamine receptor allosterically | 340,000 tested, 0.34% active | AID 485347 | HEK293 T-REx D2, calcium flux, EC20 dopamine potentiation | potentiation, % at 10 µM | P14416;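 active means potentiation over 3 SD above the plate norm, cut at about 30% in these data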; further: 0% is about no effect
# Target sequence (P14416 whole entry, looked up): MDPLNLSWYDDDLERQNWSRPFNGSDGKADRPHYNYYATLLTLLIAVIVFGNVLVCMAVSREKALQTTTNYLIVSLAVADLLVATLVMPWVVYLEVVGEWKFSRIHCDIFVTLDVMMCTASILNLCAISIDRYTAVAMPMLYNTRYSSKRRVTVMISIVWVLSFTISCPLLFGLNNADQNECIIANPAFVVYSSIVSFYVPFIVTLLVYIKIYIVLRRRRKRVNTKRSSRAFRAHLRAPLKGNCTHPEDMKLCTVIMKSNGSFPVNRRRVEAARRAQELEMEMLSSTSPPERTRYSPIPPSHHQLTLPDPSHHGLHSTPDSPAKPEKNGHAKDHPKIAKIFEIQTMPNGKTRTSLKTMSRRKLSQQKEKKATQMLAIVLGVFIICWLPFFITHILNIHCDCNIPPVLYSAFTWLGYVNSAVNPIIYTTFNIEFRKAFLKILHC
#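 Potentiation of an EC20 dopamine calcium response is measured in a force-coupled, tetracycline-inducible Hek293 Trex D2 line. Compound-only kinetic reads over 180 s flag agonists before dopamine addition.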
# GRP78 ERSR act: ER stress response induction in glioma; U87-MG GRP78 promoter luciferase reporter, 16 h; 420,000 tested, 0.02% active; AID 602332; Potency, µM, without a hit: top-dose activation, usual class: activators; further: potency means the concentration at half of the fitted maximal effect; series mostly up to about 76 µM; % of control where 0% means no effect; nearly all actives have a fitted effect of over 35% in size
#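 Stably transfected U87-MG glioma cells carrying a GRP78-based luciferase sensor; 16 h compound incubation. Luminescence end-point read 10 min after Bright-Glo addition at room temperature.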
# * = called active by the depositor; ? = inconclusive; · = no result given; & = joins results of further samples. Unless noted, the call rests on the fitted dose curve; in most records, active means well fitted curve in the direction sought with a large enough effect; inconclusive means small, poorly fitted or top-dose-only effect, or another doubt; inactive means no such curve, though single readings can be large; an effect the other way counts as inactive or inconclusive.
# The line under a structure holds: Vif-A3G inh	Vif-A3F inh	GRP78 ERSR act	D1 potentiator	RXFP1 agonist	D1 antag	D1 ag	D2 potentiator	RXFP1 antagonist
COc1cc(NS(=O)(=O)c2ccc(NC(=O)c3ccccc3C(=O)O)cc2)nc(OC)n1
  -1%	2%	-3%	0	0.1%	-6	0	-7	3
Nc1ccc(-n2nc3ccccc3n2)cc1
  -11%	-24%	-9%	·	·	·	·	·	-2
O=C(CCCCC(=O)NN=Cc1ccccc1O)NN=Cc1ccccc1O
  3%	-16%	-2%	·	·	·	·	·	-17
COCc1ccc(CN2CCC(C(=O)Nc3cccc(-c4cccc(Cl)c4)c3)CC2)o1
  -6%	2%	-12%	-13	1.4%	-24	26	-14	-19
O=C(O)CN1C(=O)SC(Nc2ccccc2)C1=O (stereo not given)
  0%	-1%	-2%	3	1.2%	4	-1	-7	-16
O=C(c1cccc(F)c1)N1CCC(N2CCCCCC2)CC1
  -1%	-11%	-3%	-8	1.4%	4	0	12	-2
O=S1(=O)CCN2C(c3cccc4ccccc34)=CSC2=N1
  3%	-9%	-5%	-1	-0.5%	4	3	-4	-1
N#C/C(=C\C1=C(N2CCOCC2)C(=C/c2cccc([N+](=O)[O-])c2)/CC1)C(=O)Nc1ccccc1F
  -7%	-13%	-3%	-3	6.9%	-7	5	7	17
CN(Cc1ccccc1)C(=O)COC(=O)COc1ccc(Cl)cc1
  1%	7%	-1%	·	·	·	·	·	-5
Cc1ccc(SCC(=O)OC(C)C(=O)NCc2ccccc2)cc1 (stereo not given)
  -3%	-3%	2%	-2	3.1%	-6	5	-2	-5
CC(C)c1ccc(NC(=O)NC2CC3CCC(C2)N3Cc2cccs2)cc1 (stereo not given)
  1%	-4%	-1%	-7	2.2%	-10	22	-11	3
O=C(CCS(=O)(=O)c1ccc2c(c1)NC(=O)CO2)NCCc1ccccc1
  3%	3%	-4%	3	1.7%	11	1	-2	0
COc1ccc(N2CCN(C(=O)COc3ccccc3)CC2)cc1
  0%	-4%	-3%	0	-0.9%	-4	3	1	-16
Cc1cccn2c(CN(C)CCC3CCCCO3)c(C(=O)N3CCCCC3)nc12 (stereo not given)
  -2%	6%	-3%	-3	-0.3%	-2	2	3	-4
Cc1ccc(S(=O)(=O)/N=C2\C=C(Nc3ccc(O)cc3)C(=O)c3ccccc32)cc1
  -1%	7%	-11%	·	·	·	·	·	-2
O=C(CN(C(=O)CCC(=O)Nc1nccs1)c1cccc(F)c1)NCc1ccc2c(c1)OCO2
  -4%	1%	5%	-9	0.6%	22	2	-1	-21
O=C(COc1coc(CN2CCc3ccccc3C2)cc1=O)Nc1ccc(F)cc1F
  1%	2%	-3%	-5	1.0%	7	2	1	12
COc1ccc(NC(=O)Nc2ccc3c(c2)N(C)C(=O)CS3)cc1Cl
  -24%	?	-6%	-7	-2.7%	-33*	13	4	?
Cc1ccc(-n2c(O)c(C=Nc3ccc(S(=O)(=O)Nc4ncccn4)cc3)c3ccccc3c2=O)cc1C
  2%	-15%	0%	2	0.5%	-16	1	-1	-1
CN(C(=O)COc1ccc([N+](=O)[O-])cc1)C1CCS(=O)(=O)C1 (stereo not given)
  0%	-7%	-6%	2	-1.2%	17	0	·	10
COc1ccc(CNS(=O)(=O)c2ccc(-c3cnc(C4CC4)o3)cc2)cc1
  -2%&4%	5%&2%	2%&0%	-4&-1	-1.9%&2.2%	11&-17	17&4	-4&0	7
CCOc1ccc(-n2cc(-c3ccccc3)c3c(=O)[nH]cnc32)cc1
  -1%	3%	-4%	-9	0.1%	-68*	1	4	-97*
CCOC(=O)N1CCN(S(=O)(=O)N2CCCC(C(=O)NCc3ccccc3OC)C2)CC1 (stereo not given)
  -4%&-3%	0%&9%	-5%&1%	-6&0	2.6%&16%	-21&0	1&-1	1&4	7&0
Cc1csc(NC(=O)CSc2nncc(=O)n2N)n1
  0%	9%	1%	-3	1.2%	17	5	3	-10
Cc1ccc(OC(C)C(=O)Nc2ccc(C)c(S(=O)(=O)Nc3ccc(C)cc3C)c2)cc1 (stereo not given)
  1%	6%	-5%	4	-0.7%	14	5	-1	10
COc1cccc(C(=O)CN2C(=O)C(C)(C)Oc3ccc(C(=O)N4CCOCC4)cc32)c1
  0%	6%	-5%	13	4.9%	12	4	8	7
O=C(N/N=C/c1ccc(O)cc1)c1nc(-c2ccccc2)n(-c2ccccc2)n1
  -9%	-1%	-5%	-2	-0.4%	2	2	-5	?
N#C/C(=C\c1ccco1)C(=O)NCC1CCCO1 (stereo not given)
  5%	6%	1%	-5	1.0%	7	2	5	·
COc1cccc(OCc2nc3ccccc3n2C)c1
  ·	·	·	0	0.0%	-4	1	-2	2
COc1ccc2c(CC(=O)N[C@@H](Cc3c[nH]c4ccccc34)C(=O)O)cc(=O)oc2c1
  0%	3%	-2%	-7	-2.6%	7	0	11	-21
CN(C)S(=O)(=O)Nc1ccccc1C(N)=O
  0%	-3%	0%	-1	-0.2%	9	5	1	1
Cc1ccc(-c2nc3ncccn3c2Nc2ccccc2C)o1
  -26%	2%	-3%	10	8.7%	-8	2	·	-2
Cc1cc(C)n(CC(O)COc2ccc(C(C)C)c(C)c2)n1 (stereo not given)
  2%	9%	5%	3	0.0%	11	5	-4	-9
O=C(Nc1ccc2c(c1)OCCO2)c1ccc(Cl)c(S(=O)(=O)N2CCCCC2)c1
  0%	6%	-9%	1	-2.5%	6	-3	12	5
O=C(c1ccc2c3c(cccc13)CC2)C1CCCN(Cc2cccnc2)C1 (stereo not given)
  -4%	4%	-8%	-2	0.4%	6	0	-12	-17
C=CCn1c(SCC(=O)Nc2ccccc2OC)nc(O)c(CC)c1=O
  -3%	-15%	-2%	-5	-0.6%	-13	1	1	-12
CC(C)COc1nc2c(c(=O)n(C)c(=O)n2C)n1C
  1%	-3%	-4%	0	15%	4	1	9	-6
Cn1c(=O)oc2cc(S(=O)(=O)N3CCC(C(=O)NCCc4ccccc4)CC3)ccc21
  2%	-6%	-1%	1	3.9%	-9	1	0	-8
CCOc1ccc(OCCCC(=O)N2CCN(S(=O)(=O)c3ccccc3C#N)CC2)cc1
  0%	-18%	-1%	·	·	·	·	·	-19
COC(=O)CCSCC(=O)Nc1ccc(C)c(S(=O)(=O)N2CCCCC2)c1
  4%	0%	2%	0	4.7%	14	7	-3	4
Cn1cc(S(=O)(=O)NC2CCCCC2)c(=O)n(C)c1=O
  1%	7%	-7%	-2	0.9%	0	1	-3	18
CCC(CC)C(=O)N1N=C(c2ccc(NS(C)(=O)=O)cc2)CC1c1ccc(C)cc1 (stereo not given)
  -2%	-17%	4%	1	0.0%	-3	1	2	-10
CC(=O)c1ccc(NC(=S)NCC(c2ccco2)N2CCCC2)cc1 (stereo not given)
  1%	0%	-7%	-3	-0.3%	10	7	-16	-1
Cc1cc(C)c2nc(N3CCN(C(=O)c4ccco4)CC3)sc2c1
  -1%	4%	2%	3	-0.3%	6	17	·	-21
COc1ccc(NC(=S)N2CCC(N(C)CC3CCCO3)CC2)cc1 (stereo not given)
  0%	-12%	-6%	0	3.7%	4	3	13	4
CC(=O)NC1(C(F)(F)F)C(=O)Nc2c1c(=O)[nH]c(=O)n2CCc1ccccc1 (stereo not given)
  -1%	-2%	-6%	-2	3.5%	-15	1	-1	4
CCCn1c(=N)c(C(=O)NCC2CCCO2)cc2c(=O)n3cccc(C)c3nc21 (stereo not given)
  5%	-1%	-8%	0	6.4%	-2	1	-10	3
COc1ccc(CC(=O)NC2CC(=O)N(c3cccc(F)c3)C2)cc1OC (stereo not given)
  0%	-1%	-2%	-2	1.4%	·	-3	-8	12
N#Cc1ccc(CSc2nnc(COc3ccccc3)n2-c2ccccc2)cc1
  -1%	8%	-4%	-2	1.3%	5	7	-6	-8
Cc1nc2ccccc2c(=O)n1NC(=O)c1ccc(Cl)cc1
  -2%	2%	-4%	-4	7.6%	-6	2	-15	13
CCOc1ccc(N(C)S(=O)(=O)c2ccc(C)c(C(=O)NCc3cccs3)c2)cc1
  3%	3%	-2%	-6	1.9%	-25	3	8	1

# Nothing new here: an excerpt of the list.
# The line under a structure holds: Vif-A3G inh	Vif-A3F inh	GRP78 ERSR act	D1 potentiator	RXFP1 agonist	D1 antag	D1 ag	D2 potentiator	RXFP1 antagonist
CC(=O)c1ccc(NC(=S)NCC(c2ccco2)N2CCCC2)cc1 (stereo not given)
  1%	0%	-7%	-3	-0.3%	10	7	-16	-1
Cc1cc(C)c2nc(N3CCN(C(=O)c4ccco4)CC3)sc2c1
  -1%	4%	2%	3	-0.3%	6	17	·	-21
COc1ccc(NC(=S)N2CCC(N(C)CC3CCCO3)CC2)cc1 (stereo not given)
  0%	-12%	-6%	0	3.7%	4	3	13	4
CC(=O)NC1(C(F)(F)F)C(=O)Nc2c1c(=O)[nH]c(=O)n2CCc1ccccc1 (stereo not given)
  -1%	-2%	-6%	-2	3.5%	-15	1	-1	4
CCCn1c(=N)c(C(=O)NCC2CCCO2)cc2c(=O)n3cccc(C)c3nc21 (stereo not given)
  5%	-1%	-8%	0	6.4%	-2	1	-10	3
COc1ccc(CC(=O)NC2CC(=O)N(c3cccc(F)c3)C2)cc1OC (stereo not given)
  0%	-1%	-2%	-2	1.4%	·	-3	-8	12
N#Cc1ccc(CSc2nnc(COc3ccccc3)n2-c2ccccc2)cc1
  -1%	8%	-4%	-2	1.3%	5	7	-6	-8
Cc1nc2ccccc2c(=O)n1NC(=O)c1ccc(Cl)cc1
  -2%	2%	-4%	-4	7.6%	-6	2	-15	13
CCOc1ccc(N(C)S(=O)(=O)c2ccc(C)c(C(=O)NCc3cccs3)c2)cc1
  3%	3%	-2%	-6	1.9%	-25	3	8	1

# The list is partial. The share of hits here may be higher or lower than overall.
